Screens as filed in PubChem BioAssay.
ssDAF-12 act: S. stercoralis DAF-12 nuclear receptor activators, primary screen, cell-based, luminescence, HEK293, GRIP1 co-expression, lit1-tk-luc | AID 652126, 2013 | HEK293 ssDAF-12/GRIP1 lit1-tk-luc reporter; % of 3 µM dafachronic acid response | Nuclear hormone receptor DAF-12 (Strongyloides stercoralis) | 370,000 tested, 1% active | activation, % at 6.8 µM;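 active means activation above the mean over all tested compounds plus 3 SD, cut at about 0.9% in these data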;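 further: 0% = DMSO-only wells and 100% = 3 µM delta7-dafachronic acid wells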
sPLA2-III inh: human group III sPLA2 inhibitors, primary screen, biochemical, QFRET, BODIPY PC-A2 liposome substrate. Group 3 secretory phospholipase A2 (Homo sapiens), Q9NZ20. QFRET BODIPY PC-A2 liposome hydrolysis, fluorescence. inhibition, % at 12.2 µM. 370,000 tested, 0.56% active. AID 743126, 2013;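 active means inhibition above mean plus 3 SD of compounds lying within the high and low control bounds, cut at about 19% in these data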;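 further: 0% = median of test compound wells and 100% = no enzyme DMSO wells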
hcDAF-12 act: H. contortus DAF-12 nuclear receptor activators, primary screen, cell-based, luminescence, HEK293, lit1-tk-luc reporter | HEK293 hcDAF-12 lit1-tk-luc reporter; 0% DMSO, 100% Δ7-dafachronic acid | 370,000 tested, 1.4% active | activation, % at 6.8 µM | AID 652067, 2013;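 active means activation above the mean of all tested compounds plus 3 SD, cut at about 5.5% in these data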;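 further: 100% = response to 3 µM Δ7-dafachronic acid high control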
SMARCA2 activ: SMARCA2 (BRM) function activators, primary screen, cell-based, luminescence, high throughput | activation, % at 9.1 µM | MG213 cells, MMTV-luciferase reporter, dexamethasone, overnight | 370,000 tested, 1% active | AID 652017, 2013; in the data active means activation above about 7.8%;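 further: 0% = vehicle wells and 100% = reference activator wells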
hgDAF-12 ag: H. glycines DAF-12 receptor agonists, primary screen, cell-based, luminescence, HEK293, GAL4 fusion, UAS-luciferase; HEK293 GAL4-hgDAF12 UAS-luciferase reporter, agonist luminescence; normalized to butyrate control; 370,000 tested, 1.8% active; Nuclear hormone receptor DAF-12 (Heterodera glycines), GAL4 fusion; AID 687014, 2013; activation, % at 6.8 µM;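 active means activation above a cutoff set at the mean of all screened compounds plus 3 SD, cut at about 10% in these data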;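 further: 0% = DMSO wells and 100% = sodium butyrate wells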
DAX1 inh-1: DAX1 (NR0B1) inhibitors on StAR promoter, primary screen, cell-based, luminescence, SF-1 (NR5A1), full-length DAX-1; 370,000 tested, 1.1% active; inhibition, % at 6.8 µM; HEK293T StAR-luciferase reporter, SF-1/DAX-1 repression relief; AID 652010, 2013;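 active means inhibition above the mean over all tested compounds plus 3 SD, cut at about 3.6% in these data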;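 further: 0% = DAX-1 cells with DMSO and 100% = cells lacking DAX-1 with DMSO; higher inhibition means more luminescence from relief of DAX-1 repression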
GC-B act: human GC-B receptor activators, primary screen, HEK293 GC-B cells, cGMP TR-FRET, EC30 CNP. Atrial natriuretic peptide receptor 2 (Homo sapiens), P20594. 0% at EC30 CNP, 100% saturating CNP. activation, % at 10 µM. 370,000 tested, 0.11% active. AID 1920062, 2024;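 active means activation at 10 µM reaching about 35% in either raw or pattern-adjusted values, limit read from the data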
ADAM10 inh: human ADAM10 inhibitors, primary screen, biochemical, QFRET, HTS; Disintegrin and metalloproteinase domain-containing protein 10 (Homo sapiens), O14672; recombinant ADAM10, EDANS/DABCYL FRET peptide cleavage, 3 h; inhibition, % at 7 µM; 370,000 tested, 0.62% active;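 active means inhibition above a per-campaign cutoff equal to the mean of compounds falling between control-based bounds plus 3 SD, cut at about 20% in these data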;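 further: 0% = DMSO wells while the 100% control is not disclosed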
FXN GAA850 act: FXN promoter activators, primary screen, cell-based, luciferase luminescence, HEK293 lucGAA850; 360,000 tested, 0.56% active; activation, % at 6 µM; HEK293 lucGAA850 FXN promoter luciferase reporter, 24 h; percent of 10 µM SAHA response;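 active means activation above the average of all compounds screened plus 3 SD, cutoff fixed separately per campaign, cut at about 7.5% in these data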;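 further: 0% = DMSO wells and 100% = 10 µM SAHA wells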
GC-A act: GC-A stimulated cGMP production enhancers – HEK293 GC-A cells, cGMP TR-FRET, EC30 ANP, primary screen; 370,000 tested, 0.14% active; 0% at EC30 ANP, 100% saturating ANP; activation, % at 10 µM; Atrial natriuretic peptide receptor 1 (Homo sapiens), P16066; in the data active means activation above about 40%
Target sequence (P16066 whole entry, looked up): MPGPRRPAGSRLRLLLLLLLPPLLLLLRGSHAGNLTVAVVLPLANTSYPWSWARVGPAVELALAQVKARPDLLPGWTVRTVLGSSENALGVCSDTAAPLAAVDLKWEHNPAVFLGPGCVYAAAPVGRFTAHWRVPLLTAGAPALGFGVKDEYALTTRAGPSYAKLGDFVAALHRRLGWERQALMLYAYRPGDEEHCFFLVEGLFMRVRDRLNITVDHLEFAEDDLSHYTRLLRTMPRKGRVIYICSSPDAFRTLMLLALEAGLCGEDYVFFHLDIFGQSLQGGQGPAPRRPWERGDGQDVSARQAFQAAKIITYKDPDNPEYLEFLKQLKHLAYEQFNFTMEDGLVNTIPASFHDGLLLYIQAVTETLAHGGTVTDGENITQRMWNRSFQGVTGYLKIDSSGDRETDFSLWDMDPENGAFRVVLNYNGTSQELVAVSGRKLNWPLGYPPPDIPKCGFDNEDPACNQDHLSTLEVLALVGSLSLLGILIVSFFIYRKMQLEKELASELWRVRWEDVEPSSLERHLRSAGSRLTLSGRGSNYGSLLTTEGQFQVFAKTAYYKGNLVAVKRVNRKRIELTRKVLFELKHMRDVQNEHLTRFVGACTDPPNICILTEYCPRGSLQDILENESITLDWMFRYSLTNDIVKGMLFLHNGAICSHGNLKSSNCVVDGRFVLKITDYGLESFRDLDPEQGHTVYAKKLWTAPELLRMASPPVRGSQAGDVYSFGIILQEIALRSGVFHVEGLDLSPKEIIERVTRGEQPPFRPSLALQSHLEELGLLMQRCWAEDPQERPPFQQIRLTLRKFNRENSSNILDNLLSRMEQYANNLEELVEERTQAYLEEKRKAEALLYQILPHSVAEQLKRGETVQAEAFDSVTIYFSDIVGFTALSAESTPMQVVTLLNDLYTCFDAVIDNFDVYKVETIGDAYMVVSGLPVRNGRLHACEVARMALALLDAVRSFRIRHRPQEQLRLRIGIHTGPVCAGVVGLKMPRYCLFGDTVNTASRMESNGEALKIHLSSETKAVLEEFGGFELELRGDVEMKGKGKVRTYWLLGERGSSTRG
DAX1 inh-2: DAX1 (NR0B1) inhibitors, primary screen, cell-based, HEK293, Gal4-DAX1, luciferase luminescence; Nuclear receptor subfamily 0 group B member 1 (Homo sapiens), P51843; HEK293 Gal4-DAX1 luciferase reporter; inhibition, % at 6.75 µM; 340,000 tested, 0.99% active; AID 504766, 2011;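 active means inhibition above the mean over all tested compounds plus 3 SD, cut at about 4.2% in these data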;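 further: 0% = DAX1-transfected cells with DMSO and 100% = empty-vector control cells with DMSO; inhibition shows as a rise in luminescence from relieved DAX1 repression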
The depositor's hits bear a star; i = inactive; . = not tested or not shown.

SMILES	ssDAF-12 act	sPLA2-III inh	hcDAF-12 act	SMARCA2 activ	hgDAF-12 ag	DAX1 inh-1	GC-B act	ADAM10 inh	FXN GAA850 act	GC-A act	DAX1 inh-2
OC(C1=CC(=Cc2ccncc2)c2ccccc21)c1ccncc1 (configuration not stated)	-0.9	-10	-1.1	-4	-1.8	-2.8	-12	4	-1.4	-6	-1.4
CC(=O)N1CCN(S(=O)(=O)c2cccc(C(=O)NCc3ccc(F)cc3)c2)CC1	-0.5	7	-0.1	-3	-0.8	-0.2	2	-7	0.8	1	-1.1
COc1ccccc1OCC(=O)NC1CCSc2ccccc21 (configuration not stated)	-0.3	6	0.3	0	1.4	-1.5	-3	-15	0.2	-4	0.1
CC(=O)c1ccc(NC(=O)N2CCCC(C(=O)c3ccc4c(c3)OCO4)C2)cc1 (configuration not stated)	-1.6	-7	0.0	1	1.8	0.2	-1	-9	5.3	-2	0.6
CCCC(=O)Nc1c2c(nn1-c1ccc([N+](=O)[O-])cc1)CS(=O)(=O)C2	-1.1	6	-0.7	-2	-1.6	-0.4	1	3	0.8	6	0.7
CCNC(=O)C1(C)CCCN(C(=O)c2ccccc2Br)C1 (configuration not stated)	-0.6	5	-1.3	-5	-1.4	0.3	3	-6	0.6	2	.
Cc1c2cnn(CC(=O)NCCCN3CC(C)CC(C)C3)c(=O)c2c(C)n1Cc1ccccc1Cl (configuration not stated)	-0.8	-4	-0.2	-3	2.5	0.2	-1	-9	-2.6	-10	0.5
CCC(C)N1CNc2c(c(=O)[nH]c(=S)n2-c2cccc(C)c2)C1 (configuration not stated)	-1.2	8	-1.0	-3	3.5	0.8	3	-1	-1.5	-7	1.4
CCN(CC)S(=O)(=O)c1cc(NS(=O)(=O)c2c(Cl)cccc2Cl)ccc1C	-0.6	-37	2.4	-4	-1.6	0.4	-3	12	1.4	1	-0.1
CCCC(=O)Nc1nc(C)c(-c2csc(Nc3ccc(Cl)cc3)n2)s1	-0.4	5	2.1	1	0.7	-0.7	-4	4	-0.9	-1	-0.2
COc1ccccc1N1CCN(C(=O)Cc2cccs2)CC1	-1.3	-1	0.9	0	1.3	-0.4	4	9	-1.8	-4	-0.6
COc1ccc(CC(=O)NC(C)c2nnc(SCCOc3ccc(OC)cc3)n2C)cc1 (configuration not stated)	-1.6	-5	-0.9	-2	-2.8	0.5	0	0	0.2	-5	0.5
O=C(c1cncc(Br)c1)N1CCCc2ccccc21	-1.6	5	-1.4	2	1.0	-0.2	1	2	1.0	-1	0.2
CCOC(CCc1c(C)nc(NC(C)=O)[nH]c1=O)OCC	-1.0	5	-0.7	0	-1.2	0.1	-2	-2	-0.2	2	1.0
Cc1cccc(C)c1NC(=O)CSc1nnc(Cn2nnc(-c3ccccc3)n2)n1-c1ccccc1	-1.4	-26	-2.7	-1	-3.2	-0.1	-4	4	-0.4	-6	-0.7
CNC(=S)N/N=C(\C)c1cccc([N+](=O)[O-])c1	-1.9	9	-1.5	0	3.7	-0.5	-4	8	0.7	-14	0.0
Cc1cc(C)n(CC(=O)NNC(=O)c2ccc(S(C)(=O)=O)cc2)n1	-0.8	4	1.4	1	5.4	-0.1	4	-6	-1.3	-2	0.9
Cn1c(N)c(C(=O)c2ccc(Cl)c(S(=O)(=O)N3CCCCCC3)c2)c(=O)n(C)c1=O	-1.7	-3	-1.5	-1	-0.8	0.1	4	-5	3.1	-2	-0.3
O=C(/C=C/c1cccc(F)c1)NC1CCN(Cc2ccccc2)CC1	-0.7	-6	-1.2	1	0.8	0.0	-7	2	-0.1	-4	0.0
COc1ccccc1NC(=O)CN1CC(=O)Nc2ccccc21	-2.4	2	0.8	3	0.4	-0.6	3	-2	0.1	-2	0.1
Cc1nc2ccccc2c2ncccc12	-0.7	0	-0.7	0	3.0	-0.3	0	-7	1.4	6	0.7
CC(=O)NNC(=O)CN1C(=O)/C(=C/c2ccccc2)SC1=S	-1.4	-3	0.1	2	-0.1	-0.8	-3	11	0.6	-2	0.2
COCCNC(=O)CN(CC1CCCO1)C(=O)CCC(=O)Nc1ccccn1 (configuration not stated)	-1.2	2	-0.3	0	0.2	0.4	5	9	0.3	2	2.3
COc1cc(CCC(=O)Nc2c(C(=O)N3CCN(c4ccccc4OC)CC3)oc3ccccc23)on1	-1.3	0	-4.9	-3	-4.0	-2.5	2	10	-2.7	2	-1.2
CCOc1cccc(-c2nnc3sc(COc4ccc(OC)cc4)nn23)c1	-0.9	10	-0.8	-5	0.4	0.5	-5	8	-1.6	5	0.9
(cont.)
SMILES	ssDAF-12 act	sPLA2-III inh	hcDAF-12 act	SMARCA2 activ	hgDAF-12 ag	DAX1 inh-1	GC-B act	ADAM10 inh	FXN GAA850 act	GC-A act	DAX1 inh-2
COc1ccc(CCNC(=O)c2nnn(-c3ccc4c(c3)OCCO4)c2N)cc1OC	-3.2	-4	-6.2	-8	-14	-3.4	.	-10	-13	.	-2.0
CC(=O)Nc1ccc(S(=O)(=O)Nc2ccc3ccccc3n2)cc1	-0.9	-5	-0.5	-3	-0.7	-1.2	7	-38	2.9	-3	-0.2
CCOC(=O)c1c(C#N)c(SCC(=O)Nc2ccc(OC)cc2)nc2c1CN(CC)CC2	-1.8	1	-2.1	1	-1.1	0.2	-1	-2	-1.8	2	0.2
O=C(O)c1ccccc1NS(=O)(=O)c1cccc(C(F)(F)F)c1	-1.1	-18	-0.4	0	-0.8	0.2	5	4	-1.9	4	1.2
COc1ccc(CNC(=O)CSc2nnnn2-c2ccccc2)cc1	-0.6	-8	-0.9	-1	0.2	-0.8	3	-4	-1.4	3	3.3
COCCNC(=O)C1CCCN(C(=O)Cc2cccc3ccccc23)CC1 (configuration not stated)	-1.6	-2	0.6	2	2.6	0.1	1	2	0.8	1	.
COc1ccc(Nc2nc(OC)nc(OC)n2)cc1	-1.1	1	-3.9	0	-1.1	-0.4	3	-1	4.2	4	0.7
Cc1nn(C)c(C)c1S(=O)(=O)N1CCC(C(=O)NC2CCCCCC2)CC1	-1.1	-7	1.5	0	-0.4	-0.9	-4	-11	-0.3	6	4.1
Cc1ccc(S(=O)(=O)NC(=O)Nc2cccc([N+](=O)[O-])c2)cc1	-0.7	6	-2.1	-4	1.1	-0.5	-1	-2	1.3	-3	0.3
C#CCOCCOCCOCCNc1nc(N2CCN(C(=O)Cn3cc(CCO)nn3)CC2)nc(N2CCN(C(=O)[C@H](CCCCN)n3cc(CCCC)nn3)CC2)n1	-1.2	1	-0.5	-1	1.6	0.4	10	-7	-0.2	3	0.7
Cc1ccc(S(=O)(=O)N2CCCCC2)cc1NC(=O)CSc1ncnc2ccccc12	-1.7	-3	-2.9	-7	-3.4	-1.7	6	-4	-1.8	0	-2.0
COc1ccc(CC2=CC(=O)c3ccccc3C2=O)cc1	-1.2	-5	0.0	-1	-4.5	-1.6	16	-3	6.6	14	-1.6
CCN1CCN(Cc2cc(=O)oc3cc4c(cc23)CCC4)CC1	-1.1	5	1.4	-1	-3.8	-0.3	0	-38	0.2	4	3.0
CSc1nn(CCC#N)c(=O)[nH]c1=O	-0.4	13	-0.1	-1	-2.4	1.2	7	3	.	-2	.
CCOC(=O)/C(=N/Nc1ccc(C)cc1)S(=O)(=O)c1ccc(Cl)cc1	-0.3	1	-0.9	3	1.9	0.6	-3	10	3.3	-7	1.3
COc1ccc(NC(=O)C2(C)Cc3c(-c4ccc(N(C)C)cc4)ccnc3O2)cc1 (configuration not stated)	-1.4	-3	-1.5	-1	-1.4	-1.6	-6	i	-1.4	-6	.
Cc1nnc(SCC(=O)Nc2nccs2)n(N)c1=O	-0.2	0	2.6	0	-0.8	-1.0	1	2	0.6	1	-1.4
O=C1NC(=S)SC1=Cc1ccc(Cl)cc1	-0.7	-32	1.3	-1	1.8	-0.4	-2	5	-1.6	2	-1.9
COc1cc(/C=C(/C#N)C(=O)c2c(C)[nH]c3ccccc23)ccc1OCC#N	-0.8	-11	-0.4	2	-1.8	0.1	-1	2	3.5	14	1.6
c1ccc2c(N3CCCCC3)ncnc2c1	-2.0	5	-0.8	-3	-0.4	-0.9	-2	-16	-1.2	4	-1.6
COCCN(CCOC)c1ncc(Cl)c(C(=O)c2c(C)cc3ccccn23)n1	-1.6	3	-2.0	0	-1.8	-0.7	-2	3	1.8	-16	-1.9
CCN1CCN(c2cc(C)c3cc(NC(=O)c4cncc(Br)c4)ccc3n2)CC1	-1.4	-29	-1.4	-1	-1.8	-0.6	2	0	-5.3	7	-1.9
CC(C)C1Cc2nc(Cl)c(C#N)cc2CO1 (configuration not stated)	-1.5	2	-1.1	-2	-2.2	0.2	0	-6	1.4	-3	1.1
CCSc1nnc(NC(=O)CCNS(=O)(=O)c2cc(Br)cnc2N)s1	-0.8	-29	-0.5	-3	3.1	0.0	-5	-18	-2.6	1	2.1
CCOc1ccc(C(=O)NCC2CCCO2)cc1OCC (configuration not stated)	-0.6	6	-1.5	3	-5.0	0.6	-2	2	0.8	-2	0.9
Next part.
SMILES	ssDAF-12 act	sPLA2-III inh	hcDAF-12 act	SMARCA2 activ	hgDAF-12 ag	DAX1 inh-1	GC-B act	ADAM10 inh	FXN GAA850 act	GC-A act	DAX1 inh-2
COc1ccc(-c2ccc(/C=N/NC(=O)Cc3nnc(N)s3)o2)cc1Cl	-2.4	-20	-1.7	1	-1.5	-0.4	-5	-363	1.5	1	.
CC(C)(C)NC(=O)C(c1ccccc1F)n1c(=O)c(-c2ccccc2)nc2ccccc21 (configuration not stated)	-1.1	5	-1.6	-5	-1.6	0.0	-2	-24	.	-6	.
CC(C)NS(=O)(=O)c1ccc(CCC(=O)NCc2ccncc2)cc1	-0.9	4	-0.7	-1	-1.6	0.4	-3	5	1.0	-2	0.1
O=C(Nc1cccc(S(=O)(=O)NC2=NCCC2)c1)c1ccccc1	-0.9	3	-0.4	5	-3.3	0.3	-1	1	0.0	3	-0.7
O=C(Cc1c(F)cccc1Cl)NNC(=O)c1ccco1	-0.5	13	-0.4	-4	-0.8	-0.4	-6	-4	0.0	5	-1.0
O=C(Nc1ccc(-n2cccn2)cc1)C1CCN(Cc2ccccn2)CC1	0.0	1	0.1	-1	1.9	1.2	-2	-2	2.5	2	0.8
